Source: PubChem (National Center for Advancing Translational Sciences (NCATS))
N370S GC mod = inhibitors or activators of N370S glucocerebrosidase for Gaucher disease; P04062; N370S GC spleen homogenate, 4MU-glucoside fluorescence; 0.092% of 330,000 active; Potency, µM (top dose mostly 59.4 µM), for the others: at the top dose activity change, negative = inhibition, usual class: inhibitors;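 further: 0% = full enzyme activity and -100% = no enzyme basal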
FEN1 inh = human FEN1 inhibition; Potency, µM (series often up to 114 µM), inactives show at the highest dose activity change, negative = inhibition, usual class: inhibitors; AID 588795; Recombinant FEN1 flap cleavage, fluorescence, 15 min; P39748; 0.35% of 390,000 active; further: nearly all actives have a fitted effect of over 65% in size
Target sequence (P39748 whole entry, looked up): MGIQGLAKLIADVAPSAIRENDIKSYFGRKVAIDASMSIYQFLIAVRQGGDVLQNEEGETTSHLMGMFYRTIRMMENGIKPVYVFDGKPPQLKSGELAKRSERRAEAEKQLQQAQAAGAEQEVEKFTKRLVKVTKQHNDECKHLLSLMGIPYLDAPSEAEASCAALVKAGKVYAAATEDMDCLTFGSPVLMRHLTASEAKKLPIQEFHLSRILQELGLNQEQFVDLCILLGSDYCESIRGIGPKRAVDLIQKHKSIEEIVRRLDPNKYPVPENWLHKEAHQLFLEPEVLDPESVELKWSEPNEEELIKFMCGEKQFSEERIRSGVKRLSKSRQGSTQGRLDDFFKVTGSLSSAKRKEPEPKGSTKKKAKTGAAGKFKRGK
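Recombinant FEN1 (10 nM) was preincubated with pin-transferred compounds for 15 min at room temperature, then flap DNA substrate (50 nM final) was added. Plates were read at 0 and 15 min, and normalized concentration–response data were fitted to a four-parameter Hill equation.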
GCN5L2 inh = inhibitors of human GCN5L2 histone acetyltransferase; Q92830; GCN5L2 HAT assay, ThioGlo1 CoA-SH fluorescence; Potency, µM (top dose mostly 58.9 µM), for inactives: at the highest dose activity change, negative = inhibition, actives largely listed as inhibitors; 0.21% of 390,000 active; AID 504327
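Enzyme at 20nM final was mixed with library compounds for 15 min at room temperature. Peptide H3(1-25) at 75uM, acetyl-CoA at 70uM and ThioGlo1 at 50uM were then added. Plates were read immediately and after 20 min (Ex340nm/Em540nm).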
An asterisk follows results filed as active; & = joins results of further samples; [ ] = another dose, or the depositor's remark. The call rests on the fitted dose curve; in most records, active means well fitted curve in the direction sought with a large enough effect; inconclusive means small, poorly fitted or top-dose-only effect, or another doubt; inactive means no such curve, though single readings can be large; an effect the other way counts as inactive or inconclusive. Unless noted, on the % scale 0 is the no-effect control and ±100 the full control effect; potency means the concentration at half of the fitted maximal effect. An excerpt, so the mix of outcomes need not match the whole.

For NC(=O)NNC1=Nc2cccc3cccc1c23 the results were N370S GC mod -6%, FEN1 inh 2% and GCN5L2 inh -4%.
Cc1cccc(NC(=O)CC2c3ccccc3Oc3ccccc32)c1 was read as N370S GC mod 0%, FEN1 inh -15% and GCN5L2 inh -5%.
Screening Cc1c(/C=N/O)sc2ccccc12 returned N370S GC mod -7%, FEN1 inh -2% and GCN5L2 inh -11%.
C=CCc1cccc2cc(C(=O)O)c(=O)oc12 was read as N370S GC mod -3%, FEN1 inh -15% and GCN5L2 inh -17%[0.501 µM].
For CCCN(Cc1ccc(N(CC)CC)cc1)CC1CC1 the results were N370S GC mod 0%, FEN1 inh -3% and GCN5L2 inh -1%.
`COc1ccc(CCNC(=O)CSc2nc3ccccc3o2)cc1OC` gave N370S GC mod 3%, FEN1 inh -19% and GCN5L2 inh 2%.
Screening CC(C)Cc1nc(C(N)=O)c2[nH]c(=O)n(-c3ccc(F)cc3)c2n1 returned N370S GC mod 9%, FEN1 inh 18% and GCN5L2 inh -2%.
`Cc1oc(-c2ccccc2F)nc1CS(=O)CC(=O)NC(C)C` (stereo not given) gave FEN1 inh -1% and GCN5L2 inh 2%.
COCCn1c(SC(C)C(=O)Nc2ccc(Cl)cn2)nnc1-c1ccncc1 (stereo not given) was read as N370S GC mod -2%, FEN1 inh 4% and GCN5L2 inh 3%.
`COc1cccc(-c2nc(NCc3cccnc3)c3ccccc3n2)c1` gave N370S GC mod inconclusive and GCN5L2 inh -22%.
For CC1CCC2(CC1)NC(=O)N(Cc1cccc(C(F)(F)F)c1)C2=O (stereo not given) the results were N370S GC mod 0%, FEN1 inh 11% and GCN5L2 inh 0%.
Screening O=C(N/N=C/c1ccccn1)C12CC3CC(CC(C3)C1)C2 returned N370S GC mod -1%, FEN1 inh -4% and GCN5L2 inh 0%.
For CCOC(=O)C1=C(CN2CCSCC2)NC(=O)NC1c1cccc([N+](=O)[O-])c1 (stereo not given) the results were N370S GC mod 8%, FEN1 inh 15% and GCN5L2 inh 1%.
`CC1CCC(NC(=O)COC(=O)C2=NN(c3ccccc3)C(=O)CC2)CC1` (stereo not given) gave FEN1 inh 0% and GCN5L2 inh -1%.
`CCc1ccccc1NC(=O)CN1CCC(NC(=O)COC)CC1` gave N370S GC mod 1%, FEN1 inh -9% and GCN5L2 inh -1%.
Screening CCC(C)NS(=O)(=O)c1ccc(S(=O)(=O)N2CCCC3(CCCCC3)C2)cc1 (stereo not given) returned N370S GC mod -28%, FEN1 inh -23% and GCN5L2 inh -2%.
For CC(NC(=O)c1ccc(F)cc1)c1ccc(F)cc1 (stereo not given) the results were N370S GC mod 8%, FEN1 inh -2% and GCN5L2 inh -2%.
O=C(NCCC1CCCCN1S(=O)(=O)c1ccccc1)C(=O)Nc1ccccc1F (stereo not given) was read as N370S GC mod -7%, FEN1 inh -2% and GCN5L2 inh inconclusive.
Screening Brc1cccc(Nc2nc(-c3cccnc3)cs2)c1 returned N370S GC mod -6%, FEN1 inh 14% and GCN5L2 inh -26%.
For S=C(NCc1ccccc1)NC1CCSc2ccccc21 (stereo not given) the results were N370S GC mod 1%, FEN1 inh inconclusive and GCN5L2 inh 0%.
CC(=O)Nc1ccccc1OCc1nnc(-c2ccccc2Cl)o1 was read as N370S GC mod 1%, FEN1 inh -4% and GCN5L2 inh -7%.
COc1ccc(/C=C/C(=O)NCC(=O)N/N=C/c2cccs2)cc1 was read as N370S GC mod 1%, FEN1 inh 1% and GCN5L2 inh 2%.
Screening CCOC(=O)c1c(NC(=O)CSc2nnnn2C)sc(C)c1-c1ccc(C)cc1 returned N370S GC mod inconclusive, FEN1 inh -16% and GCN5L2 inh -10%.
Screening CC(NC(=O)C(=O)NN=C1CCCCCC1)c1ccccc1 (stereo not given) returned N370S GC mod 5%, FEN1 inh -2% and GCN5L2 inh -2%.
Cc1cc(C)c(S(=O)(=O)n2cnc(C)c2)c(C)c1 was read as FEN1 inh 21% and GCN5L2 inh -5%.
`CCC(C)NC(=O)c1cc(S(=O)(=O)N2CCCCC2)c[nH]1` (stereo not given) gave N370S GC mod 2%, FEN1 inh -17% and GCN5L2 inh -8%.
For Cc1nccn1CC(=O)N/N=C/c1cc(Br)cs1 the results were N370S GC mod -7%, FEN1 inh 2% and GCN5L2 inh 0%.
Screening CCOC(=O)Cc1csc(NC(=O)C(C)c2ccc([N+](=O)[O-])cc2)n1 (stereo not given) returned N370S GC mod 16%, FEN1 inh -4% and GCN5L2 inh -10%.
For O=C(Nc1nccs1)c1ccc(Cl)s1 the results were N370S GC mod -7%, FEN1 inh -17% and GCN5L2 inh -5%.
Screening CCN(CC)c1ccc(NS(=O)(=O)c2ccc3c(c2)CCCN3C(C)=O)c(C)c1 returned FEN1 inh -15% and GCN5L2 inh 14%.
`COc1cccc(NCc2cc3c(C(C)(C)C)nn(-c4ccccc4)c3[nH]c2=O)c1` gave N370S GC mod 5%, FEN1 inh -21% and GCN5L2 inh -12%.
Screening Cc1cccc(NC(=O)CS(=O)(=O)c2nc(-c3ccccc3)cn2-c2cccc(Cl)c2)c1C returned FEN1 inh 4% and GCN5L2 inh -17%.
Screening O=c1c(F)cn(C2CCCO2)c(=O)n1Cc1c(Cl)cccc1Cl (stereo not given) returned FEN1 inh 10% and GCN5L2 inh 0%.
Cc1cnc(C(=O)OCC(=O)NC2CCCCCCC2)cn1 was read as N370S GC mod 8%, FEN1 inh -17% and GCN5L2 inh -6%.
Screening COc1ccc(NC(=O)c2ccc(N(C)S(C)(=O)=O)cc2)cc1OC returned N370S GC mod -6%, FEN1 inh 8% and GCN5L2 inh 2%.
For C=C(C)Cn1c(SCC(=O)c2ccc(OC)cc2)nc2sc3c(c2c1=O)CCCC3 the results were FEN1 inh -21% and GCN5L2 inh -17%.
`C=CCN(C(=O)c1csnn1)C(C(=O)NC1CCCCC1)c1ccc(C)cc1` (stereo not given) gave N370S GC mod 2%, FEN1 inh -3% and GCN5L2 inh -3%.
C#CCOCCOCCOCCNc1nc(N2CCN(C(=O)Cn3cc(CCCCN)nn3)CC2)nc(N2CCN(C(=O)Cn3cc(CCCN=C(N)N)nn3)CC2)n1 was read as N370S GC mod -29%, FEN1 inh -6% and GCN5L2 inh 2%.
For COc1ccc(-c2nc(Cn3c(=O)cc(C)c4c(C)nn(-c5ccccc5)c43)c(C)o2)c(OC)c1 the results were FEN1 inh 10% and GCN5L2 inh -5%.
Screening Cc1c(N=C2N=C(NC(=O)c3cccs3)c3ccccc32)c(=O)n(-c2ccccc2)n1C returned N370S GC mod 16%, FEN1 inh -15% and GCN5L2 inh -1%.
CN1CCS/C1=C/C=C1/SC(=S)N(Cc2ccccc2)C1=O was read as N370S GC mod 7%, FEN1 inh inconclusive and GCN5L2 inh -9%.
Screening O=C1N=C(N2C=CC(=C3C=CNC=C3)C=C2)/C(=C/N=NC(=O)c2ccccc2O)S1 returned N370S GC mod -38%, FEN1 inh inconclusive and GCN5L2 inh 0%.
`CC1(C)CNC(=O)c2sc(N3CCCCC3)nc2C1` gave N370S GC mod 3%, FEN1 inh -7% and GCN5L2 inh -18%.
For Cc1cc(Cl)ccc1NC(=O)Nc1c(C)n(-c2ccccc2)c(=O)n1C the results were N370S GC mod 9%, FEN1 inh 3% and GCN5L2 inh -15%.
Screening O=C(Nc1ccc2cccnc2c1)c1ccc(Br)cc1 returned N370S GC mod 23%, FEN1 inh -21% and GCN5L2 inh -4%.
`COc1ccc(S(=O)(=O)N2CCSC2c2ccc(OC)c(OC)c2)cc1` (stereo not given) gave N370S GC mod -2%, FEN1 inh -8% and GCN5L2 inh -15%.
CC1CCCN(CCCNC(=O)c2cc3c(Cl)nc4ccccc4c3s2)C1 (stereo not given) was read as N370S GC mod inconclusive, FEN1 inh 50µM* and GCN5L2 inh 2%&1%.
Screening O=S(=O)(Nc1cccc2ncccc12)c1cccc(C(F)(F)F)c1 returned FEN1 inh -16% and GCN5L2 inh 3%.
For COc1cc(/C=C2\SC(=Nc3ccc(F)cc3)N(c3ccc(F)cc3)C2=O)ccc1OCC(=O)O the results were N370S GC mod -3% and GCN5L2 inh -27%.
`CCCc1cc(C(=O)Nc2cccnc2)no1` gave N370S GC mod -2%, FEN1 inh 4% and GCN5L2 inh -11%.
OC(COc1ccccc1)CN1CCN(Cc2ccc3c(c2)OCO3)CC1 (stereo not given) was read as N370S GC mod -1%, FEN1 inh 6% and GCN5L2 inh -7%.
For O=S(=O)(NCC(Nc1ccc(Cl)cc1)c1ccccc1)c1ccccc1 (stereo not given) the results were N370S GC mod 26%, FEN1 inh 4%&-16% and GCN5L2 inh -11%&-5%.
Cc1[nH]c2ccccc2c1/C=N/NC(=O)c1cccc(S(=O)(=O)Nc2ccccc2Cl)c1 was read as N370S GC mod 17%, FEN1 inh -14% and GCN5L2 inh -2%.
Screening CC(=O)c1cccc(NC(c2ccc(F)cc2)c2nnc(-c3ccccc3)o2)c1 (stereo not given) returned FEN1 inh -24% and GCN5L2 inh -1%.
`O=C1C(=O)N(CCCn2ccnc2)C(c2ccc([N+](=O)[O-])cc2)/C1=C(\O)c1ccc2c(c1)OCCO2` (stereo not given) gave FEN1 inh 9% and GCN5L2 inh -1%.
`O=C(N/N=C\c1cccnc1)c1cc(-c2ccc(Cl)s2)[nH]n1` gave N370S GC mod 0%, FEN1 inh inconclusive and GCN5L2 inh -28%.
COc1ccc(N2CCN(C(=O)Cn3cnc4sc(C)c(S(=O)(=O)N5CCOCC5)c4c3=O)CC2)cc1 was read as N370S GC mod -5%, FEN1 inh 1% and GCN5L2 inh 0%.
`Cc1cccc(C(=O)O/N=C/c2c(Cl)n(C)c3ccccc23)c1` gave N370S GC mod 12%, FEN1 inh -9% and GCN5L2 inh -2%.
Screening CCNS(=O)(=O)c1ccc(Br)c(OC)c1 returned N370S GC mod 7%, FEN1 inh 10% and GCN5L2 inh -3%.
Screening COc1ccc(OC)c(C2/C(=C(\O)c3ccc(OC)c(Cl)c3)C(=O)C(=O)N2CCN(C)C)c1 (stereo not given) returned N370S GC mod -1%, FEN1 inh -3% and GCN5L2 inh 1%.
Screening COc1cc(CNCCO)cc(Br)c1OCc1cccs1 returned N370S GC mod -23%, FEN1 inh -3% and GCN5L2 inh -8%.
For COc1ccc(Cl)cc1N(CC(=O)N/N=C/c1ccc(OC(C)C)cc1)S(=O)(=O)c1ccc(C)c([N+](=O)[O-])c1 the results were N370S GC mod -9%, FEN1 inh 0% and GCN5L2 inh -3%.
O=C(N/N=C/c1nn(-c2ccccc2)cc1-c1ccccc1)c1ccncc1 was read as N370S GC mod -7%, FEN1 inh -6% and GCN5L2 inh -3%.
Screening O=C(COc1ccc(-c2nnco2)cc1)N1CCN(S(=O)(=O)c2ccccc2)CC1 returned N370S GC mod -4%, FEN1 inh 4% and GCN5L2 inh 1%.
`CCCCn1c(N)c(N(CC(C)C)C(=O)C2CCN(S(=O)(=O)c3ccc(C)c(C)c3)CC2)c(=O)[nH]c1=O` gave N370S GC mod 2%, FEN1 inh 0% and GCN5L2 inh inconclusive.
`O=C(CN1CCN(S(=O)(=O)c2ccccc2)CC1)Nc1ccc(Cl)c([N+](=O)[O-])c1` gave N370S GC mod -1%, FEN1 inh 11% and GCN5L2 inh -15%.
`CCCCOCCCNC(=O)Cc1cccs1` gave N370S GC mod 11%, FEN1 inh -3% and GCN5L2 inh 2%.
Screening COc1ccc(NC(=O)COC(=O)c2cccc(S(=O)(=O)N3CCCCC3)c2)c(OC)c1 returned FEN1 inh 18% and GCN5L2 inh 1%.
COc1ccc(NS(=O)(=O)CC(C)C)c(OC)c1 was read as N370S GC mod 1%, FEN1 inh -1% and GCN5L2 inh 1%.
